# TNAP inh hiacc – human TNAP enzyme inhibitors, primary screen, biochemical, luminescent, high phosphate acceptor level, uHTS | Alkaline phosphatase, tissue-nonspecific isozyme (Homo sapiens), P05186 | inhibition, % at 20 µM | purified TNAP, CDP-star luminescence, 1 M DEA | 200,000 compounds, 0.03% hits;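 active = over 50% inhibition of tissue-nonspecific alkaline phosphatase at 20 µM in the single-dose screen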;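 note: plate controls were DMSO wells for no effect and EDTA-quenched wells as full inhibition for full effect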
# Target sequence (P05186 whole entry, looked up): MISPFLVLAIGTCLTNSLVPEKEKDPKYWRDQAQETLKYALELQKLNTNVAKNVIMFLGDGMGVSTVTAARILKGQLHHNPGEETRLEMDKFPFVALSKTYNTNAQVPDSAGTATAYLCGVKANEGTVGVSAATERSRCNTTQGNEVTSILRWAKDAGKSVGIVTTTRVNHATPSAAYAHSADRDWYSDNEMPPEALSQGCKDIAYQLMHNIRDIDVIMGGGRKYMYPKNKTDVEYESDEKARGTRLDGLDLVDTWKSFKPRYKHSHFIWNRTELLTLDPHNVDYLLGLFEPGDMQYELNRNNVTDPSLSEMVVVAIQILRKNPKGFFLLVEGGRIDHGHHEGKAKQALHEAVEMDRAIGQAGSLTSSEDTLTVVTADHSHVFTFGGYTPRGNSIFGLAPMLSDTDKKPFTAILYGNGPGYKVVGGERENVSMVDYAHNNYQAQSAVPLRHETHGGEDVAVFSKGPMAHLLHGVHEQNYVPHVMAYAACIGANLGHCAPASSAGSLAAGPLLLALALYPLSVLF
# bIAP inh – bovine intestinal alkaline phosphatase inhibitors, primary screen, selectivity assay for TNAP inhibitor project, biochemical, bovine IAP, CDP-star luminescence | purified bovine IAP, 30 min | inhibition, % at 20 µM | 190,000 tested, under 10 active;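 active = over 50% inhibition of intestinal alkaline phosphatase at 20 µM in the single-dose screen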
#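 test system = bovine IAP enzyme | medium = DEA buffer 100 mM, pH 9.8, with MgCl2 1.0 mM, ZnCl2 0.02 mM | detection = luminescence | dosing = single compound dose of 20 µM, 2% DMSO final | incubation = 30 min reaction at room temperature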
# APP transl inh – inhibitors of APP translation via 5'UTR reporter, primary screen, APP 5'UTR luciferase, SH-SY5Y cells; SH-SY5Y APP 5'UTR-luciferase reporter, luminescence; inhibition, % at 2 µM; 190,000 compounds, 0.82% hits;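 active = inhibition above a set limit, derived from the sample mean plus 3 SD, cut at about 45% in these data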; note: values of inactives mirror those of a sister screen read the other way
# FLuc inhib CS – firefly luciferase enzyme inhibitors, primary screen, artefact control for luciferase-based inhibitor screens, biochemical, luminescence, ATPLite; inhibition, % at 10 µM; Luciferin 4-monooxygenase (Photinus pyralis), P08659; AID 1006, 2008; 10 min; 200,000 compounds, 1.5% hits;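 active = inhibition above about 50% when tested at 10 µM, limit read from the data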
# Target sequence (P08659 whole entry, looked up): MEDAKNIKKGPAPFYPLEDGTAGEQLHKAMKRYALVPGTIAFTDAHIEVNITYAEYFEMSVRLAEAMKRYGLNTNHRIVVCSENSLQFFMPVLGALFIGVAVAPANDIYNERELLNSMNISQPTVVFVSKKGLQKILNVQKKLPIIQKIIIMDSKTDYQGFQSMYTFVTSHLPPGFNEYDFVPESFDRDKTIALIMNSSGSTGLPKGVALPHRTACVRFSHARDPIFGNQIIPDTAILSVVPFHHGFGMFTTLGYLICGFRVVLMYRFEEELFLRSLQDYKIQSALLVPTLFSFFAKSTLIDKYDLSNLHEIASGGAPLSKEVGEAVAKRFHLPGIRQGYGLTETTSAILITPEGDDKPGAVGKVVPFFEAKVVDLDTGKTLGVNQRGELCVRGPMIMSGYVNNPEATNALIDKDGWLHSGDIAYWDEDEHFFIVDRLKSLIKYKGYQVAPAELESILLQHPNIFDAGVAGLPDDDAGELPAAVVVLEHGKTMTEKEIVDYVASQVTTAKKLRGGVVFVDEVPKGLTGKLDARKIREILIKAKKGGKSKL
# bIAP activator – bovine intestinal alkaline phosphatase activators, primary screen, biochemical, bovine IAP, CDP-star luminescence; alkaline phosphatase, intestinal [Bos taurus]; purified bovine IAP, 30 min; stronger effect = higher value; fold of DMSO-control signal, blank-subtracted; activation factor at 20 µM; 200,000 compounds, 0.17% hits;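 active = activation factor of 2 or more at 20 µM, a signal rise over negative controls twice the positive control's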
# FLuc stim CS – FLuc activators, initial screening, artefact control for FLuc-dependent activation tests, biochemical, ATPlite luminescence; ATPlite luciferase biochemical, 10 min; 0 = ATP-free wells, 1 = DMSO control; activation factor at 10 µM; 200,000 tested, under 10 active; AID 1027, 2008;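 active = luciferase activation factor, scaled between plate controls, of at least 2 with compound at 10 µM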
#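 System: luciferase plus luciferin reagent, cell-free; medium: PBS as buffer for the ATP substrate; dosing: test compounds dosed from 2 mM stocks in 100% DMSO; timing: 10 min post-reagent at room temperature; measured by: luminescence measurement of luciferase light output; evaluation: luciferase activation, seen as luminescence increase over controls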
# RAM network inh – inhibitors of the yeast RAM network, primary screen, dse1pr::URA3 reporter, 5-FOA selection; inhibition, % at 50 µM; 190,000 compounds, 1.8% hits; S. cerevisiae dse1pr::URA3 reporter, 5-FOA growth OD615, 2 d; analog-sensitive cbk1-as2 kinase mutant strain;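 active = inhibition above a set limit, 3 SD over mean compound inhibition, cut at about 8.4% in these data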;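 note: 0% = DMSO-only wells with no growth and 100% = 10 µM 1-NA-PP1 full growth; inhibition rescues growth on 5-FOA so higher OD means more RAM inhibition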
# TNAP act hi DEA – TNAP activators at high phosphate acceptor level, primary screen, biochemical, luminescence, uHTS; purified TNAP, CDP-star luminescence, 1 M DEA, 30 min; stronger effect = higher value; 0 = EDTA background, 1 = DMSO-only activity; AID 1136, 2008; activation factor at 20 µM; 200,000 tested, under 10 active;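 active = activation factor at least 2 at 20 µM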
#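 Assay system: human TNAP; Input: enzyme diluted 1/800 final; Reagent: CDP-star luminogenic substrate at 100 µM final; Timing: 30 min, room temperature; Signal: luminescence; Evaluation: TNAP activation factor scaled between EDTA and DMSO control wells.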
# TNAP inh noacc – human TNAP enzyme inhibitors, primary screen, biochemical, luminescent, no phosphate acceptor, uHTS; Alkaline phosphatase, tissue-nonspecific isozyme (Homo sapiens), P05186; purified TNAP, CDP-star luminescence, 30 min; inhibition, % at 20 µM; 200,000 compounds, 0.26% hits;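 active = tissue-nonspecific alkaline phosphatase inhibition above about 50% at 20 µM in the single-dose screen, limit read from the data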;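 note: 0% = DMSO negative control and 100% = EDTA positive control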
# Lmaj promast – Leishmania major promastigote growth inhibition, primary screen; Leishmania major promastigotes, resazurin fluorescence viability; inhibition, % at 10 µM; AID 1063, 2008; 200,000 compounds, 9% hits; in the data active = inhibition above about 50%;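 note: promastigotes grown with compound for 44 hours at 28 °C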
# Starred values were filed as active, the others as inactive; . = not tested or not shown.
SMILES,TNAP inh hiacc,bIAP inh,APP transl inh,FLuc inhib CS,bIAP activator,FLuc stim CS,RAM network inh,TNAP act hi DEA,TNAP inh noacc,Lmaj promast
O=C(/C=C/c1c(Cl)cccc1Cl)NCCc1ccccc1,-8,7,-17,-3,0.9,1,3.5,1.1,-16,-7
CN1CCN(Cc2c(O)ccc3c(-c4ccccc4)cc(=O)oc23)CC1,-2,-2,4,0,1,1,0.8,1,-7,80*
CC(C)Cn1c(N)c(C(=O)CSc2ccccc2)c(=O)n(C)c1=O,-5,0,1,-5,1,1.1,2.7,1,-1,51*
Cc1cc(C)nc(-n2nc(C)cc2NC(=O)CN2CCCC(C)C2)n1 (stereo not given),-4,34,8,-6,0.7,1.1,0.5,1,-10,15
COc1ccc(C(=O)N=c2sccn2C)cc1,1,-3,-54,36,1,0.6,0.3,1,-2,-9
CCn1c(C)nc2cc(C(=O)NNC(=O)Nc3cccc(Cl)c3)ccc21,-8,-15,-3,-4,1.1,1,1.0,1.1,-52,3
CCN(CC)S(=O)(=O)c1ccc(-c2nnc(SCc3nnc(-c4ccccc4)o3)o2)cc1,-3,4,8,-7,1,1.1,0.7,1,-10,6
COc1ccc(OC)c(C2=NOC(C(=O)Nc3cc(C)nn3-c3ccccc3)C2)c1 (stereo not given),-2,5,23,-2,1,1,2.2,1,-10,37
COc1cccc(-c2nc(CS(=O)(=O)CC(=O)NCCC(C)C)c(C)o2)c1,-1,40,-19,-9,0.6,1.1,0.6,1,-5,-7
O=C(CN1CCN(S(=O)(=O)c2ccc(Br)cc2)CC1)Nc1ccc2c(c1)OCO2,-4,1,7,-3,1,1,0.1,1,-17,10
CCCCOC(=O)c1ccc(NS(=O)(=O)c2cc(-c3nnnn3CC)ccc2OC)cc1,-4,-1,1,-7,1,1.1,4.8,1,-9,-11
OCCN=c1cc(-c2ccccc2)oc2ccc(Cl)cc12,0,1,-43,3,1,1,0.9,1,-1,84*
Cc1sc2ncnc(N(C)Cc3cccs3)c2c1C,-14,32,-10,-6,0.7,1.1,0.4,1.1,-14,0
Clc1cccc(Nc2nc(-c3ccncc3)cs2)c1,-6,17,-46,-4,0.8,1,1.7,1.1,-9,33
CC(=O)NCCn1c(SCC(=O)NCC2CCCO2)nc2ccccc2c1=O (stereo not given),-2,-5,0,-2,1.1,1,2.1,1,-11,-1
O=C(O)CCCCNCc1ccccc1,-9,-5,-12,-6,1,1.1,-0.3,1.1,12,-6
Cc1ncc([N+](=O)[O-])n1CC(=O)N/N=C/c1ccc(F)cc1,-1,1,-2,-2,1,1,1.0,1,-6,1
O=C(COc1ncnc2ccccc12)NCCC1=CCCCC1,-11,14,10,-8,0.9,1.1,-0.9,1.1,-11,-4
COc1ccc(C(C(=O)Nc2ccc(F)cc2)N(C(=O)Cn2nnc3ccccc32)C2CC2)cc1 (stereo not given),-1,-1,1,-3,1,1,7.4,1,-5,-6
CC1CC(OCC(O)C[N+]2(C)CCOCC2)CC(C)(C)C1 (stereo not given),-6,11,22,-5,0.9,1.1,1.5,1.1,5,-7
Cc1ccc(-c2nn(-c3ccccc3)cc2C(=O)Nc2ccc(C)c(S(=O)(=O)N3CCOCC3)c2)cc1,-6,6,-5,-14,0.9,1.1,6.3,1.1,-2,49
CCOc1c(Cl)cc(CNc2ccc(N3CCCC3)cc2)cc1OC,2,8,-28,-3,0.9,1,1.0,1,8,24
CC(C)CC1(C)NC(=O)N(CC(=O)Nc2ccc3c(c2)CCC3)C1=O (stereo not given),0,0,13,-8,1,1.1,0.5,1,-10,6
CC1C(=O)C(C)C(c2ccco2)NC1c1ccco1 (stereo not given),-9,5,0,0,1,1,2.3,1.1,0,-4
O=C(O)c1ccc2c(c1)C(=O)N(NC(=O)c1ccc(O)cc1)C2=O,-2,-8,3,-8,1.1,1.1,0.9,1,5,-5
O=C(CSc1ncccn1)NCCc1ccccc1,-10,-2,6,-12,1,1.1,1.9,1.1,-9,-10
CCn1cc(SCC(N)=O)c2ccccc21,-8,4,2,-3,1,1,0.6,1.1,-4,-8
Cc1ccc(Cl)cc1Nc1nc(-c2sc(NC(=O)C(C)(C)C)nc2C)cs1,-7,12,4,-12,0.9,1.1,0.9,1.1,-5,97*
CCC(C)(C(=O)NC1CCCCC1)N(C(=O)CNC(=O)c1ccccc1)c1c(C)n(C)n(-c2ccccc2)c1=O (stereo not given),2,-1,-18,-3,1,1,0.9,1,-7,-2
COc1ccc(C/C(N)=N/OC(=O)Cc2ccc(OC)c(OC)c2)cc1,-3,4,-1,-1,1,1,2.1,1,-10,1
CCC(Sc1nc2ccc(C)cc2[nH]1)C(=O)O (stereo not given),-3,-3,1,4,1,1,1.3,1,-10,-3
CCC(C(=O)NC(C)(C)C)N(C(=O)Cn1nnc(-c2cccs2)n1)c1cnc2ccccc2c1 (stereo not given),-4,-1,2,-6,1,1.1,0.1,1,-5,2
COc1ccc(-c2csc3nc(C)nc(N4CCC(C)CC4)c23)cc1OC,-4,0,-14,-1,1,1,0.8,1,-8,90*
CC(C)Nc1nnc(SCC(=O)Nc2ccc3c(c2)C(=O)c2ccccc2C3=O)s1,-2,3,-112,8,1,0.9,0.5,1,4,97*
CCSc1nc2ccccc2n1CCC(=O)O,-1,6,3,0,0.9,1,3.9,1,-8,-4
Cc1cc(CNC(=O)Cc2c(F)cccc2Cl)nn1C,-3,9,2,0,0.9,1,0.0,1,-11,-1
Cc1cccc(-c2c3c(=O)n(C)c(=O)n(C)c3cn2CC2CCCO2)c1 (stereo not given),-5,10,1,-8,0.9,1.1,-0.4,1.1,-6,1
Cc1ccc(Cl)cc1NC(=O)c1cccc(OC(F)F)c1,5,2,-4,1,1,1,1.9,1,-9,6
O=C(Nc1cccc(CCc2ccccn2)c1)c1ccc(Cl)cc1,0,14,11,3,0.9,1,3.3,1,-4,2
Cc1ccc(S(=O)(=O)N2C(=S)SCC2(C)C)cc1,-7,.,-7,-8,0.5,1.1,0.3,1.1,-15,17
Cc1ccc(N(CC(=O)N2CCCCC2)S(=O)(=O)c2ccc(C)cc2)cc1,3,-16,-17,-2,1.2,1,1.1,1,-1,4
COc1ccc(C/C(C)=N/NS(=O)(=O)c2ccc(Br)cc2)cc1,1,1,4,1,1,1,-0.6,1,-6,3
CCOC(=O)c1csc(NC(=O)c2cc(=O)c3ccccc3o2)n1,-7,9,-19,17,0.9,0.8,3.5,1.1,-11,4
Cn1c(=O)c2c(ncn2Cc2ccc(Cl)cc2)n(C)c1=O,-5,7,-3,-3,0.9,1,0.4,1,-9,-1
COC(=O)c1ccc(NC(=O)c2ccc(OC(C)=O)c(OC)c2)cc1,-6,4,-63,19,1,0.8,3.1,1.1,-16,-3
Cc1ccc(-c2nnn(CCOc3cccc(Br)c3)n2)cc1,-11,9,-5,-8,0.9,1.1,7.1,1.1,-40,40
CC(=O)NC(CCS(C)(=O)=O)C(=O)Nc1c(F)cccc1F (stereo not given),-4,10,8,-3,0.9,1,2.0,1,-10,-2
COc1ccc(-c2nnc(CSc3nc4ccccc4c(=O)n3CC(C)C)o2)cc1OC,-3,27,-9,-6,0.7,1.1,3.1,1,-7,3
COc1ccc(OC)c(C(=O)c2nc3c(n2O)CCCCC3)c1,-7,8,-15,-8,0.9,1.1,1.6,1.1,-12,-7
COc1cc(O)ccc1/C=N/NC(=O)c1ccc([N+](=O)[O-])cc1,4,-5,-12,10,1,0.9,1.0,1,10,4
Cc1ccc(-c2cc(C(=O)N3CCN(c4ccc(F)cc4)CC3)c3ccccc3n2)o1,-4,-5,-2,29,1.1,0.7,2.8,1,5,8
COc1ccc(CNc2nc3c(c(=O)n(Cc4ccc(Br)cc4)c(=O)n3C)n2C)cc1,-4,0,-8,-4,1,1,8.8*,1,-2,-3
CCCNS(=O)(=O)c1ccc(CCC(=O)N2CCCC2)cc1,-6,2,-4,-5,1,1.1,1.7,1.1,-8,1
Cc1sc2ncn(CC(=O)OCC(=O)NC(C)(C)C)c(=O)c2c1C,0,-1,3,3,1,1,1.4,1,-12,-1
Cc1ccc(N2C(=O)CSC2c2ccccn2)cc1Cl (stereo not given),-9,6,5,-4,0.9,1,1.4,1.1,8,1

# Molecules from the list above that contain a Cl atom:
SMILES,TNAP inh hiacc,bIAP inh,APP transl inh,FLuc inhib CS,bIAP activator,FLuc stim CS,RAM network inh,TNAP act hi DEA,TNAP inh noacc,Lmaj promast
O=C(/C=C/c1c(Cl)cccc1Cl)NCCc1ccccc1,-8,7,-17,-3,0.9,1,3.5,1.1,-16,-7
CCn1c(C)nc2cc(C(=O)NNC(=O)Nc3cccc(Cl)c3)ccc21,-8,-15,-3,-4,1.1,1,1.0,1.1,-52,3
OCCN=c1cc(-c2ccccc2)oc2ccc(Cl)cc12,0,1,-43,3,1,1,0.9,1,-1,84*
Clc1cccc(Nc2nc(-c3ccncc3)cs2)c1,-6,17,-46,-4,0.8,1,1.7,1.1,-9,33
CCOc1c(Cl)cc(CNc2ccc(N3CCCC3)cc2)cc1OC,2,8,-28,-3,0.9,1,1.0,1,8,24
Cc1ccc(Cl)cc1Nc1nc(-c2sc(NC(=O)C(C)(C)C)nc2C)cs1,-7,12,4,-12,0.9,1.1,0.9,1.1,-5,97*
Cc1cc(CNC(=O)Cc2c(F)cccc2Cl)nn1C,-3,9,2,0,0.9,1,0.0,1,-11,-1
Cc1ccc(Cl)cc1NC(=O)c1cccc(OC(F)F)c1,5,2,-4,1,1,1,1.9,1,-9,6
O=C(Nc1cccc(CCc2ccccn2)c1)c1ccc(Cl)cc1,0,14,11,3,0.9,1,3.3,1,-4,2
Cn1c(=O)c2c(ncn2Cc2ccc(Cl)cc2)n(C)c1=O,-5,7,-3,-3,0.9,1,0.4,1,-9,-1
Cc1ccc(N2C(=O)CSC2c2ccccn2)cc1Cl (stereo not given),-9,6,5,-4,0.9,1,1.4,1.1,8,1

# High-throughput results as filed in PubChem.
